EPAC1 agonist: qHTS for Agonist of cAMP-regulated guanine nucleotide exchange factor 3 (EPAC1): primary screen; AID 720707, 2013; EPAC1 agonist qHTS, biochemical assay; response scale: 100% = response to 6.5 mM cAMP; 0.073% of 360,000 active; Potency, µM (series often up to 154 µM), for inactives: at the highest dose activation, usual class: activators; also: potency is read from the fitted curve at half-maximal effect; nearly all actives have a fitted effect of over 60% in size
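Nucleotide exchange assay: 100 nM EPAC1 with 250 nM Rap1B loaded with BODIPY-GDP and 50 uM GDP, room temperature. Fluorescence (480/540 nm) read every 5 min for 30 min; signal change normalized to 6.5 mM cAMP as full agonist.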
GLP-1R agonist: qHTS of GLP-1 Receptor Agonists; Glucagon-like peptide 1 receptor (Homo sapiens), P43220; HEK293 GLP-1R CRE-luciferase, luminescence, 4-6 h; cells express a hypersensitive GLP-1R form; Potency, µM (titrated, usually from 45.6 µM), for inactives: at the highest dose activation, actives largely listed as activators; 0.007% of 380,000 active; also: potency is read from the fitted curve at half-maximal effect; % of control where 0% means no effect
IL2 activator: qHTS of IL-2 Activators; AID 652025, 2013; 0.065% of 360,000 active; IL-2 activation reporter assay, cell-based qHTS; stimulated with anti-CD3/CD4/CD28 beads; in transgenic mouse T cells; activation, % (series mostly up to about 46 µM); in the data active = activation above about 50%; inconclusive = mostly about 30% to 49%; also: 0% is about no effect
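Unstimulated transgenic mouse T cells, 750 per well, received compound and, after 60 minutes, anti-CD3/anti-CD4 bead plus anti-CD28 stimulation. EGFP and DsRed were quantified after 18 hours.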
EPAC1 antag: qHTS for Antagonist of cAMP-regulated guanine nucleotide exchange factor 3 (EPAC1): primary screen. Rap guanine nucleotide exchange factor 3 (Homo sapiens), O95398. EPAC1 GEF assay, Rap1b-BODIPY-GDP exchange fluorescence. Potency, µM (highest dose often 115 µM), for the others: at the top dose activity change, negative = inhibition, hits mostly inhibitors. 0.14% of 360,000 active. AID 720709, 2013;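 also: potency is read from the fitted curve at half-maximal effect; plate controls were vehicle for no effect and positive control for full effect; nearly all actives have a fitted effect of over 50% in size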
GLP1R inv ag: qHTS of GLP-1 Receptor Inverse Agonists (Inhibition Mode); Potency, µM (highest dose often 38.3 µM), without a hit: top-dose activity change, negative = inhibition, usual class: inhibitors; HEK293 GLP-1R CRE-luciferase, luminescence, 24 h; GLP-1R form is constitutively active; 1.6% of 410,000 active; Glucagon-like peptide 1 receptor (Homo sapiens), P43220; AID 624417, 2012; also: potency is read from the fitted curve at half-maximal effect; % is scaled to controls: 0 for no effect and ±100 for the full control effect; nearly all actives have a fitted effect of over 55% in size
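Readout was luciferase luminescence, measured 12 min after detection reagent at room temperature. Beforehand, GLP-1R reporter HEK293 cells had sat 12 h, then received compounds for 24 hr at 37 deg C.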
PI5P4K alpha inh: qHTS for Inhibitors of phosphatidylinositol 5-phosphate 4-kinase (PI5P4K); Phosphatidylinositol 5-phosphate 4-kinase type-2 alpha (Homo sapiens), P48426; PI5P4Kalpha enzyme, ADP-Glo luminescence, 60 min; stronger effect = lower value; max response, %; 1.2% of 330,000 active; AID 652105, 2013; active = max response of -50% or lower; inconclusive = between -30% and -50%; inactive = -30% or higher; also: value at the top dose of about 77 µM; % is scaled to controls: 0 for no effect and ±100 for the full control effect
Target sequence (P48426 whole entry, looked up): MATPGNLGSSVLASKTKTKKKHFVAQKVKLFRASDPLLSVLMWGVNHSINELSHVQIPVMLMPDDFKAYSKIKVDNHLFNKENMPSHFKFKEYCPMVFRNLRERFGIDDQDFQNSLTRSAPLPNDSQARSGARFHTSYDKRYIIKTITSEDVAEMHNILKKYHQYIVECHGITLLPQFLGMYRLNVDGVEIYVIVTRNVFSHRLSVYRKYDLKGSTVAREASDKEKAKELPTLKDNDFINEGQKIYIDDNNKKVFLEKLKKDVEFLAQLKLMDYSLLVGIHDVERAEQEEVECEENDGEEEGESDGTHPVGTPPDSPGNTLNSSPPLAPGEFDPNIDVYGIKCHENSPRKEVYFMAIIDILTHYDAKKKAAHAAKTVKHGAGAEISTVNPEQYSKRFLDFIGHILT
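Quantitative HTS of the MLSMR library against PI5P4Kalpha with substrate. ATP added last at 5 microM final; room temperature, 60 minutes. Remaining ATP depleted, ADP converted and read as luminescence.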
PLK1 PBD inh: qHTS for Inhibitors of PLK1-PDB (polo-like kinase 1 - polo-box domain): Primary Screen; Serine/threonine-protein kinase PLK1 (Homo sapiens), P53350; Plk1 PBD binding of FITC phosphopeptide, fluorescence polarization; Potency, µM, for inactives: max response, negative = inhibition, most hits filed as inhibitors; 2.8% of 360,000 active; also: potency is read from the fitted curve at half-maximal effect; series mostly up to about 57 µM; % is scaled to controls: 0 for no effect and ±100 for the full control effect; nearly all actives have a fitted effect of over 65% in size
GLP1R cytotox: qHTS of GLP-1 Receptor Inverse Agonists: Cytotox Screen. Potency, µM (highest dose often 38.3 µM), for inactives: at the top dose activity change, negative = inhibition, most hits filed as inhibitors. HEK293 cAMP-luciferase reporter cells, luminescence, 24 h. 0.13% of 410,000 active. AID 624418, 2012;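 also: loss of luciferase light is scored as toxicity; potency is read from the fitted curve at half-maximal effect; % is scaled to controls: 0 for no effect and ±100 for the full control effect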
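Seeding density was 200 cells/uL; after overnight-length (12 h) culture, 23 nL compounds went on for 24 h at 37 °C. Readout used a luciferase detection reagent, luminescence taken after 12 min at room temperature.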
PTHR1 agonist: qHTS for PTHR1 Agonists: Primary Screen; 0.075% of 410,000 active; Potency, µM (series often up to 115 µM), for inactives: at the top dose activation, hits mostly activators; Parathyroid hormone/parathyroid hormone-related peptide receptor (Homo sapiens), Q03431; AID 743266, 2014; HEK293 GP2 PTHR1 cells, GloSensor cAMP luminescence, 1 h; also: potency is read from the fitted curve at half-maximal effect; nearly all actives have a fitted effect of over 55% in size; some results filed as inactive show a strong effect at the top dose; inactives centre near -15; many of its hits are not listed in these tables
Target sequence (Q03431 whole entry, looked up): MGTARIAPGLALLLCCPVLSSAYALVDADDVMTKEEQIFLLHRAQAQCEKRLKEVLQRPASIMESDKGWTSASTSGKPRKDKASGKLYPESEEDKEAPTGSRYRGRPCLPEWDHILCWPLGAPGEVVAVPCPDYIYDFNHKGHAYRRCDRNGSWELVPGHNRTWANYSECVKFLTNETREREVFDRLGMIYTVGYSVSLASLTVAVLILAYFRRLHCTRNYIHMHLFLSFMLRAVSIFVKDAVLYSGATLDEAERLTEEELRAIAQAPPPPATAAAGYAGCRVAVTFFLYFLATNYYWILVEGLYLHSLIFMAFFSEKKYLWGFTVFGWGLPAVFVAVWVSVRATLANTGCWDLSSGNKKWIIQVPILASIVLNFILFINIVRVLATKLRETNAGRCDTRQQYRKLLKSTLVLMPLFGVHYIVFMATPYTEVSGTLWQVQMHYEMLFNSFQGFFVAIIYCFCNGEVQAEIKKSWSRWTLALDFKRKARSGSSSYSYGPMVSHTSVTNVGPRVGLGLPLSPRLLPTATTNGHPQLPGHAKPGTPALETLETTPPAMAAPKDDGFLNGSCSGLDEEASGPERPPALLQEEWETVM
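HEK-293-derived GP2 cells expressing PTHR1 and a GloSensor cAMP reporter, 3,000/well, plated overnight, given luciferin plus IBMX (each 0.5 mM as added) for 1 h at 37 °C, then compound for 1 h at 37 °C. Luminescence was read after 15 min at room temperature.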
* marks the source's active call; other numbers are inactive results; i = inactive; ? = inconclusive; . = no result given; & = joins results of further samples; [ ] = another dose, or the depositor's remark. Unless noted, calls follow the shape of the dose curve; as a rule, active = well fitted curve in the direction sought with a large enough effect; inconclusive = small, poorly fitted or top-dose-only effect, or another doubt; inactive = no such curve, though single readings can be large; an effect the other way counts as inactive or inconclusive. Some of the compounds tested; count on the stated rates, not on these rows.

The first four records, ahead of the listing:
molecule	EPAC1 agonist	GLP-1R agonist	IL2 activator	EPAC1 antag	GLP1R inv ag	PI5P4K alpha inh	PLK1 PBD inh	GLP1R cytotox	PTHR1 agonist
CCN1CCN(CCNC(=O)Nc2ccc([N+](=O)[O-])cc2)CC1	21%	5%	0.0	-22%	0%	1	2%	9%	i
O=c1[nH]n(Cc2ccccc2)c(=O)c2ccccc12	8%	41%	-3.2	8%	2%	.	-7%	0%	-17%[57.5 µM]
N#CCCN(Cc1cccnc1)C(=S)Nc1ccc(OC(F)F)cc1	-8%	-3%	0.3	-3%	-2%	3	1%	-6%	i
O=C(/C=C/c1cccnc1)c1ccc(O)cc1	10%	-2%	-0.1	-7%	-8%	-24	-10%	-20%	-24%

The whole of this part, from the start:
molecule	EPAC1 agonist	GLP-1R agonist	IL2 activator	EPAC1 antag	GLP1R inv ag	PI5P4K alpha inh	PLK1 PBD inh	GLP1R cytotox	PTHR1 agonist
CCN1CCN(CCNC(=O)Nc2ccc([N+](=O)[O-])cc2)CC1	21%	5%	0.0	-22%	0%	1	2%	9%	i
O=c1[nH]n(Cc2ccccc2)c(=O)c2ccccc12	8%	41%	-3.2	8%	2%	.	-7%	0%	-17%[57.5 µM]
N#CCCN(Cc1cccnc1)C(=S)Nc1ccc(OC(F)F)cc1	-8%	-3%	0.3	-3%	-2%	3	1%	-6%	i
O=C(/C=C/c1cccnc1)c1ccc(O)cc1	10%	-2%	-0.1	-7%	-8%	-24	-10%	-20%	-24%
COc1ccc(CN2CC(=O)N(c3ccc(C)c(C)c3)C2=S)cc1OC	-9%	16%	-1.4	-3%	21%	-87*	-15%	-2%	-30%
CCCCn1c(N)c(N(CCOC)C(=O)c2cc3c(s2)CCCCC3)c(=O)[nH]c1=O	10%	8%	1.5	5%	11%	3	-4%	22%	i
O=c1c2c([N+](=O)[O-])cc([N+](=O)[O-])cc2nc2ccccn12	-11%	-2%	-3.2	-8%	4%	-18	-4%	1%	-6%
CCCC(=O)Oc1ccc(N(C(=O)CCC)S(=O)(=O)c2cccc([N+](=O)[O-])c2)cc1	0%	-23%	-0.2	-1%	-7%	0	-10%	-24%	-1%
N#C/C(=C\c1cn[nH]c1-c1ccc(Cl)cc1)C(=O)NCc1ccccc1	19%	4%	-1.0	-22%	?	-3	0%	-5%	-3%
CCn1c(=O)c([N+](=O)[O-])c(NCc2ccc3c(c2)OCO3)c2ccccc21	-2%	20%	0.0	-13%	18%	-7	0%	18%	-47%[inhibitor]
COc1cc(F)c(C2=CC(=O)C[C@H](c3ccc4c(c3)OCO4)C2)cc1F	-8%	7%	-0.4	-8%	14%	-8	3%	4%	-10%
O=C(N/N=C/c1cccnc1)C(O)c1ccccc1 (stereo not given)	2%	0%	-3.7	1%	6%	0	-5%	1%	?
C/C(CC(=O)Nc1cccc(Cl)c1Cl)=N\NC(=O)c1ccccc1C	10%	4%	-0.8	-9%	?	1	-4%	-9%	i
CCc1cccc(C)c1NC(=O)CO/N=C(\C)c1cc2ccccc2o1	-16%	2%	0.2	1%	?	1	6%	2%	-37%[inhibitor]
CCOc1cc(NC(=S)NCC2CCCO2)c(OCC)cc1NC(=O)CC (stereo not given)	8%	5%	0.5	-7%	13%	9	-3%	3%	-12%
COc1ccc(N2C(=O)N3[C@H](c4ccc(Br)cc4)[C@@H]4C(=O)N(C(C)(C)C)C(=O)[C@@H]4[C@]3(Cc3ccccc3)C2=O)cc1	-13%	-5%	1.3	-8%	?	-5	-9%	-11%	1%
CSc1ncccc1C(=O)OCC(=O)c1cccs1	-2%	8%	-0.5	-10%	16%	1	-5%	-4%	i
COC(=O)CSc1nc(C)c(C(=O)Nc2ccccc2C)c(-c2ccc(Cl)cc2)c1C#N	0%	1%	0.0	-5%	-22%	7	15%	59%[activator]	-27%
[O-][N+](=C(c1ccccc1)c1ccccc1)c1ccccc1	-13%	6%	0.6	-9%	?	0	-6%	?	i
COc1cc(-c2nc3cnccn3c2Nc2ccc3c(c2)OCCO3)ccc1O	-3%	21%	-1.7	-1%	0%	.	0%	-19%	?
Cc1ccc(C)c(CN2C(=O)C(O)(c3c[nH]c4ccccc34)c3ccccc32)c1 (stereo not given)	.	-6%	.	.	?	.	.	-19%	-19%
COC(=O)c1cc(C#N)c(Oc2ccccc2)nc1C	-6%	7%	-3.3	7%	0%	6	-7%	-1%	-22%
COc1cc(C2NC(=O)CCC2[N+](=O)[O-])cc(Br)c1OC (stereo not given)	3%	2%	-0.1	-9%	-19%	1	3%	-8%	i
CCn1c(SCC(=O)Nc2oc(C)c3c(C)n[nH]c(=O)c23)nnc1-c1ccco1	-7%	-1%	-1.3	-5%	0%	-16	-7%	11%	i
COc1ccc(CNC(=O)c2onc(C)c2Cl)cc1	-7%	3%	1.9	-5%	21%	0	3%	1%	i
CN(C)/C=N/c1cc(=O)n(Cc2ccccc2)c(=O)n1C	-9%	12%	1.3	11%	-11%	0	0%	-26%	i
COc1ccc(C2CC(c3ccc(OC)c(OC)c3)=NN2C(=O)c2ccccc2)cc1 (stereo not given)	17%	?	1.7	-28%	51%[activator]	4	-12%	5%	i
O=C(CSc1nc(=O)n(CCCN2CCOCC2)c2c1CCCC2)Nc1cccc([N+](=O)[O-])c1	-3%	11%	-4.1	4%	-5%	-5	-1%	-2%	i
Cc1ccc(C(=O)NCCNc2ccc(Cl)cc2[N+](=O)[O-])o1	-2%	2%	0.1	-8%	5%	.	1%	-18%	0%[57.5 µM]
O=C(COc1ccccc1[N+](=O)[O-])N/N=C/c1cccs1	10%	3%	-0.8	-16%	-1%	-9	-3%	-5%	-6%
Cc1cccc(C)c1N(C(=O)c1ccco1)C(C(=O)NC1CCCC1)c1ccncc1 (stereo not given)	-7%	1%	2.3	-5%	16%	4	-5%	-3%	i
O=C(O)c1cccc(CSc2nnc(-c3ccco3)o2)c1	9%	-2%	1.6	-1%	11%	.	0%	-11%	5%[57.5 µM]
Cc1c2ccccc2nc2c(F)c(NCCO)c(F)c(F)c12	8%	2%	-1.0	28µM*	99%[activator]	?	6.7µM*	12%[1.53 µM]	i
CN1C(=O)C(C)(C)c2cc(S(=O)(=O)N3CCCC(C(=O)Nc4ccc(Cl)cc4)C3)ccc21 (stereo not given)	10%	-4%	-2.5	-7%	?	-4	-4%	-9%	-91%[inhibitor]
Cc1ccc(C(=O)C(OC(=O)CNC(=O)c2ccc(Cl)cc2)c2ccccc2)cc1 (stereo not given)	-9%	-1%	-0.5	-2%	0%	0	-4%	3%	-2%
O=S1(=O)CC(N2CCC(Cc3ccccc3)CC2)CN1Cc1ccccc1 (stereo not given)	10%	-6%	-0.4	-1%	?	4	-5%	8%	-27%
Cc1ccc(C)c(S(=O)(=O)N2CCN(C(=O)Cc3ccsc3)CC2)c1	0%	7%	-3.3	1%	-14%	-3	-2%	0%	i
CCC(=O)N1c2ccccc2-c2nnc(SC)nc2OC1c1ccc(N(C)C)cc1 (stereo not given)	-3%	0%	2.2	-3%	3%	-1	-22%	9%	i
O=C(Nc1ccc(S(=O)(=O)Nc2ccccc2F)cc1)N1CCCCC1	-23%	18%	3.8	11%	-21%	-15	-2%	-5%	-52%[inhibitor]
COc1ccc(C(=O)Nc2cnc3ccccn3c2=O)cc1	8%	-4%	-0.6	2%	-6%&-19%	-4	-12%	4%&11%	i
CCc1cc(=O)oc2cc(OCC(=O)NCCCN3CCCC3=O)c(Cl)cc12	-1%	9%	-0.5	16%	27%	6	0%	1%	i
Cc1ccsc1C(=O)OCC(=O)N(Cc1ccccc1)C(C)C	7%	21%	0.0	5%	?	-1	-13%	2%	i
O=c1[nH][nH]c2c1[C@H](CCc1cccc(Cl)c1)O[C@H](CCc1ccccc1)C2	-1%	7%	0.0	-13%	?	-6	-4%	2%	-24%
CN(CC(=O)Nc1ccc(Cl)cc1)C(=O)c1cccc(S(=O)(=O)N(C)C)c1	4%	0%	2.1	-11%	10%	1	-6%	4%	i
O=C(Nc1ncn[nH]1)c1ccccc1Br	-1%	-2%	-1.8	-7%	0%	0	-8%	-3%	i
Nc1nonc1-n1nnc(C(=O)N/N=C/c2cccc(Cl)c2)c1CSc1ccc(Cl)cc1	2%	20%	5.0	-10%	3%	2	-2%	-6%	-42%[inhibitor]
Cc1nn(-c2ccncc2)c2c1C(=O)CC(C)(C)C2Br (stereo not given)	-14%	9%	0.3	-3%	6%	-6	-11%	5%	1%
CCN1C(=O)/C(=C2/C(=O)N3c4c(cc(OC(C)=O)cc42)C(C)=CC3(C)C)SC1=S	4%	0%	-2.5	-11%	-5%	5	-2%	3%	-15%
Cc1cc(Cl)ccc1OCc1cn2cccnc2n1	1%	3%	-1.6	2%	3%	-2	-18%	1%	i
CCN(C[C@H]1N[C@@](Cc2ccccc2)(C(=O)OC)[C@H]2C(=O)N(Cc3ccccc3)C(=O)[C@@H]12)S(=O)(=O)c1ccc(OC)cc1	-12%	14%	-0.4	-7%	-13%	-5	-10%	6%	i

Screening results (PubChem)
